Source: PubChem
FBPA coupling cs: coupling enzyme interference in Giardia aldolase counter-screen | coupling enzyme system counterscreen, AmpLite Red fluorescence | activity change, negative = inhibition, % at 58.2 µM, hits read low | hit rate 0.67% among 290,000 | AID 2472; in the data active means activity change below about -30%; further: on the % scale 0 is the no-effect control and ±100 the full control effect
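Activity here indicates interference with the coupling reaction, not aldolase inhibition. Compounds at 57.5 uM final met coupling enzymes for 10 min at RT; substrate and AmpLite Red detection followed, with a 525/598 nm fluorescence read after 20 min.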
TRPV1 agonist: agonists of human vanilloid receptor 1 (TRPV1). Q8NER1. TRPV1-expressing cells, Fluo-8 calcium influx, agonist mode. activation, % at 8.33 µM. hit rate 0.19% among 320,000; in the data active means activation above about 80%; inconclusive means between about 30% and that limit; further: 0% is about no effect
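TRPV1-expressing cells were cultured overnight at 35.5C and loaded with Fluo-8 calcium dye for 40 to 90 min at room temperature. After a 10 s baseline, compound was added and calcium influx was read kinetically for 3 min (ex 480/em 520 nm).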
hERG WT inh: inhibitors of human wildtype KCNH2 potassium channel. Q12809. U2OS, BacMam KCNH2, thallium flux FluxOr; active compounds read low. activity change, % at 1.84 µM. hit rate 0.37% among 340,000. AID 720551;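 active means maximum activity change below -70%; inconclusive means maximum activity change between -70% and -50%; inactive means maximum activity change above -50%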; further: on the % scale 0 is the no-effect control and ±100 the full control effect
Target sequence (Q12809 whole entry, looked up): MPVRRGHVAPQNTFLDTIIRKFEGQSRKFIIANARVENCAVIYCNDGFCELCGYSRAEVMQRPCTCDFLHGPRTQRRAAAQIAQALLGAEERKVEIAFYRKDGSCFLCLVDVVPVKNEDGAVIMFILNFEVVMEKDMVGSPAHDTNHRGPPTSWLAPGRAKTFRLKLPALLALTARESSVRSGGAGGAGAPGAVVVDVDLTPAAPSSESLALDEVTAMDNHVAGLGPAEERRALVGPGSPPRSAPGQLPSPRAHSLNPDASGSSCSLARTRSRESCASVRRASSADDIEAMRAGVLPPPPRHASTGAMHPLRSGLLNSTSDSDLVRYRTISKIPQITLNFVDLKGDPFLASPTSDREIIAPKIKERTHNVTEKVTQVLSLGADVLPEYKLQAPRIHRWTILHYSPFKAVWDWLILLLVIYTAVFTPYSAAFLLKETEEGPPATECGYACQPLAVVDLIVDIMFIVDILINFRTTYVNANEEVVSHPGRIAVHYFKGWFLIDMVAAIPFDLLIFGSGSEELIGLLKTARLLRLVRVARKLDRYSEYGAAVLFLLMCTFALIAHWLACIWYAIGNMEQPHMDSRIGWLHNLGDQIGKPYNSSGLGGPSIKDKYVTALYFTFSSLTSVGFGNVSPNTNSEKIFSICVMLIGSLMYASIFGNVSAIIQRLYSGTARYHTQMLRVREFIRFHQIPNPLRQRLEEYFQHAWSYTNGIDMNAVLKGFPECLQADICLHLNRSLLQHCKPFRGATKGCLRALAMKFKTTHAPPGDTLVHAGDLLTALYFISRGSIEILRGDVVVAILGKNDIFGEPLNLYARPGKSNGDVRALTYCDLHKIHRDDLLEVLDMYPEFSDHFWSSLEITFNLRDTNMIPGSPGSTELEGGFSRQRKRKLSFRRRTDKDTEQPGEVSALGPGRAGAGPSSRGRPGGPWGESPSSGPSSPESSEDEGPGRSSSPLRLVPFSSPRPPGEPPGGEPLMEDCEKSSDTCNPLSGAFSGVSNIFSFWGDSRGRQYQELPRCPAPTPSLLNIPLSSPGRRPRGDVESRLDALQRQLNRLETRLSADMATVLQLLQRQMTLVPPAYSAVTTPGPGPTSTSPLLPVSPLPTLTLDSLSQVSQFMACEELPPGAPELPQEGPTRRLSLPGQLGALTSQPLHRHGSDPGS
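U2OS cells transduced with wild-type KCNH2 virus are loaded with FluxOr dye for 45 min, and thallium flux is measured in kinetic reads before and after stimulation buffer. Rate constants are normalized to DMSO controls.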
KCNH2 3.1 block: inhibitors of human KCNH2 3.1 potassium channel isoform; activity change, % (tested at about 1.8 µM); AID 720553; U2OS KCNH2 3.1, thallium flux FluxOr; active compounds read low; hit rate 0.95% among 340,000;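 active means maximum activity change below -70%; inconclusive means maximum activity change from -70% to -50%; inactive means maximum activity change above -50%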;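 further: thallium influx rate constant from kinetic fluorescence after stimulation buffer; on the % scale 0 is the no-effect control and ±100 the full control effect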
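Normalized rate constant (relative to positive and negative DMSO controls) derived from a 2 min kinetic fluorescence read after stimulation; U2OS cells expressing the 3.1 isoform via virus at 1.77 x 10^8 /mL.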
PKM2 activator: PKM2 (human) enzyme activation; P14618; purified PKM2, Kinase-Glo ATP luminescence, activation; response scale: 0% is enzyme alone, no compound; Potency, µM (titrated, usually from 57.5 µM), for inactives: at the highest dose activation, usual class: activators; hit rate 0.34% among 260,000; further: potency means the concentration at half of the fitted maximal effect; on the % scale 0 is the no-effect control and ±100 the full control effect; nearly all actives have a fitted effect of over 55% in size
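Purified hPK-M2 (>95% pure) converted ADP (0.1 mM final) to ATP with 0.5 mM PEP in 50 mM imidazole pH7.2, KCl, MgCl2, Tween 20, BSA; 1 h at room temperature. ATP detected by Kinase-Glo luminescence.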
B2AR arrestin: recruits beta-arrestin to the human beta2-adrenergic receptor | Potency, µM (top dose mostly 46.1 µM), for inactives: at the top dose activation, actives largely listed as activators | P07550 | hit rate 0.02% among 330,000 | beta-arrestin recruitment to beta2AR, cell-based reporter;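 further: potency means the concentration at half of the fitted maximal effect; 0% = DMSO controls and full agonism = EC100 isoproterenol or metaproterenol; nearly all actives have a fitted effect of over 65% in size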
Menin MLL FP TR: displaces Texas Red mutant MLL peptide from human menin; O00255; hit rate 0.23% among 270,000; Potency, µM (highest dose often 61.6 µM), without a hit: at the highest dose FP activity change, negative = inhibition, most hits filed as inhibitors; Menin + Texas Red MLL mutant peptide, fluorescence polarization; active means well fitted inhibition curve with a large enough effect in the polarisation, with a control signal flat, not every such curve was filed as active; inconclusive means small, poorly fitted or top-dose-only effect, or effect the other way, or a change in a side signal; inactive means no such curve, though single readings can be large or run the other way; the % refers to the polarisation; further: potency means the concentration at half of the fitted maximal effect; % of control where 0% means no effect; many of its hits are not listed in these tables
GALK inh: inhibitors of human galactokinase; P51570; Purified GALK, Kinase-Glo residual ATP luminescence; Potency, µM (series often up to 57.5 µM), without a hit: at the highest dose activity change, negative = inhibition, most hits filed as inhibitors; hit rate 0.007% among 270,000; AID 1868; further: potency means the concentration at half of the fitted maximal effect; on the % scale 0 is the no-effect control and ±100 the full control effect
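ATP-depletion format; final 35 uM ATP, 100 uM D-galactose, 5 nM enzyme; pH 8.0 HEPES/Mg2+ buffer; 60 min RT; luminescence read 10 min after detection reagent.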
Giardia kill: Giardia lamblia killing | hit rate 0.15% among 340,000 | Giardia lamblia trophozoite viability | activity change, % at 7.66 µM, hits read low; in the data active means activity change below about -80%; inconclusive means between about -30% and that limit;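 further: parasites exposed to compound for two days anaerobically before the ATP read; on the % scale 0 is the no-effect control and ±100 the full control effect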
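Killing of trophozoites was scored by loss of ATP luminescence after a 48 hrs anaerobic exposure to compounds at 37 deg C, using 100 cells per well.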
CXXC DNA block: inhibitors of human MLL CXXC domain-DNA interaction; Potency, µM (highest dose often 115 µM), without a hit: at the highest dose activity change, negative = inhibition, most hits filed as inhibitors; MLL-CXXC / FITC-HOXA9 DNA fluorescence polarization; hit rate 0.037% among 290,000; AID 2662; Q03164; active means well fitted inhibition curve with a large enough effect in the polarisation, with a control signal flat, not every such curve was filed as active; inconclusive means small, poorly fitted or top-dose-only effect, or effect the other way, or a change in a side signal; inactive means no such curve, though single readings can be large or run the other way; the % refers to the polarisation; further: potency means the concentration at half of the fitted maximal effect
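Steps: dispense CXXC domain solution (7 uM) → pin compounds or unlabeled HOX-A9 DNA control → 5 min ambient → add FLSN-HOX-A9 solution (50 nM) → spin → 30 min ambient → fluorescence polarization. Tris pH 7.5/NaCl/DTT/BSA buffer.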
USP2a block: blocks human ubiquitin-specific protease USP2a; O75604; hit rate 0.01% among 330,000; USP2 core, Ub-CHOP2 coupled fluorogenic reporter, 485/531; Potency, µM (highest dose often 38.3 µM), inactives show at the highest dose activity change, negative = inhibition, most hits filed as inhibitors;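 further: potency means the concentration at half of the fitted maximal effect; plate controls were DMSO wells for no effect and full inhibition by NEM control for full effect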
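USP2 core (10nM final) preincubated 30min RT with compound in 20mM Tris-HCl pH 8.0, 2mM CaCl2, 2mM beta-mercaptoethanol, 0.05% CHAPS; 25nM Ub-CHOP2 plus 25nM reporter substrate added, fluorescence (Ex485/Em531) read after 60min.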
Numbers without * were called inactive; ? = inconclusive; . = not tested or not shown; [ ] = another dose, or the depositor's remark. Unless noted, the call rests on the fitted dose curve; in most records, active means well fitted curve in the direction sought with a large enough effect; inconclusive means small, poorly fitted or top-dose-only effect, or another doubt; inactive means no such curve, though single readings can be large; an effect the other way counts as inactive or inconclusive. A portion of the library (hit frequency here may not be typical).

SMILES	FBPA coupling cs	TRPV1 agonist	hERG WT inh	KCNH2 3.1 block	PKM2 activator	B2AR arrestin	Menin MLL FP TR	GALK inh	Giardia kill	CXXC DNA block	USP2a block
CS(=O)(=O)N(CC(=O)N1CCN(Cc2ccc3c(c2)OCO3)CC1)c1ccc2c(c1)OCO2	3	-4	35	-4	-8%	-0.1%	?	1%	-5	4%	-9%
O=[N+]([O-])c1ccccc1OC/C(=N\O)c1ccccc1	-4	2	-5	-6	.	-0.5%	19%	1%	5	45%	3%
Cc1noc(C)c1NC(=O)Nc1ccc2c(c1)C(=O)N([C@H](C)CO)C[C@H](C)[C@@H](CN(C)C(=O)NC(C)C)O2	.	.	-9	-13	.	0.0%	.	.	-2	.	1%
COc1ccc(C(=O)Nc2c(N)nc(SCC(=O)Nc3ccc(C(C)=O)cc3)[nH]c2=O)cc1	.	-1	-11	.	.	0.2%	.	-3%	-13	52%[activator]	3%
COc1cc2nc(CN(C)Cc3ccc(C(C)(C)C)cc3)[nH]c(=O)c2cc1OC	-1	-1	0	7	-17%	0.1%	-17%	2%	?	4%	2%
N#Cc1cc([N+](=O)[O-])c(-n2nnc3ccccc32)c([N+](=O)[O-])c1	1	5	-7	-15	1%	0.3%	-14%	-2%	-2	-5%	-1%
O=C(Nc1nc2ccccc2n1CCN1CCCC1)C1CCCCC1	1	18	23	-27	-38%	-0.7%	1%	-1%	2	5%	-2%
Cc1cccc(NC(=O)CCc2nnc3ccc(N4CCC(C)CC4)nn23)n1	.	3	-16	0	.	0.8%	.	-2%	-1	7%	5%
CCC(O)(C(=O)Nc1ccccc1C(F)(F)F)c1ccccc1OC (stereo not given)	.	-8	0	12	.	0.8%	.	.	-18	.	0%
O=C(N/N=C/c1ccncc1)c1cc([N+](=O)[O-])cc([N+](=O)[O-])c1	-1	-1	6	1	-4%	-0.6%	-9%	-1%	9	-4%	2%
O=C(CNS(=O)(=O)c1ccccc1)Nc1cccc([N+](=O)[O-])c1	1	4	-2	-41	1%	-0.5%	0%	-1%	-14	1%	-1%
CCOC(=O)c1cnn(CCOC(=O)C2CC2)c1NC(=O)C1CC1	-2	-2	27	2	-1%	-1.8%	4%	-1%	8	5%	-2%
COc1cc(CC(NC(C)=O)C(=O)NC2CCN(c3c4c(nc5ncnn35)CCC4)CC2)cc(OC)c1 (stereo not given)	-2	-1	.	.	-7%	0.2%	-10%	-2%	.	-2%	3%
Cc1ccc2c(COC(=O)c3ccccc3OC(F)F)cc(=O)oc2c1	0	?	-2	5	-11%	-0.6%	-25%	-1%	-3	-6%	-2%
O=C(O)COc1ccc2c(c1)CCCC2	3	-1	-13	21	1%	-0.2%	-20%	0%	-6	-4%	3%
COc1cc(/C(C)=N/NC(=O)CSc2nnc(C)s2)ccc1O	-1	2	-13	-6	1%	-0.4%	.	-2%	-7	-2%	-1%
O=C(Nc1nnc(-c2ccc(Br)cc2)o1)c1ccco1	.	-5	1	6	.	-0.3%	.	.	-24	.	0%
CCN1CCN(C(=O)c2ccc(N3CC4CC(C3)c3cccc(=O)n3C4)c([N+](=O)[O-])c2)CC1 (stereo not given)	3	6	2	5	6%	0.3%	16%	6%	2	10%	3%
Cc1ccc(NC(=O)N(Cc2ccco2)C(C)c2ccco2)cc1C (stereo not given)	-1	?	6	-1	3%	-1.0%	-3%	-4%	-15	1%	-2%
CCOC(=O)c1c(C)[nH]c(=S)c(C#N)c1-c1ccc(Cl)cc1	10	-7	-5	-2	-9%	-1.0%	13%	0%	-6	?	-2%
CCSc1nnc(Cc2cc(=O)[nH]c(=O)[nH]2)n1-c1cc(C)ccc1C	-1	-1	-5	-4	-13%	-1.8%	-10%	-1%	-2	-17%	2%
CC(C(=O)Nc1ccc(Cl)cc1)N1C(=O)NC2(CCCC2)C1=O (stereo not given)	2	9	-12	6	-1%	-0.4%	16%	1%	2	18%	-1%
CC(C)S(=O)(=O)c1cnc(-c2ccccn2)nc1N	2	1	2	8	-11%	0.3%	.	6%	6	-1%	-2%
COc1ccc(OC)c(NC(=O)c2nnn(CC(=O)Nc3ccc4c(c3)OCO4)c2N)c1	-1	-1	-5	-11	.	-0.2%	?	8%	-14	6%	0%
CCN1C(=O)/C(=C\c2cn(CCC#N)nc2-c2ccc(F)cc2)SC1=S	-12	26	10	6	-6%	0.1%	19%	-3%	11	1%	-8%
CCCCc1c(O)nc(N2CCN(Cc3ccccc3)CC2)[nH]c1=O	1	2	0	7	2%	0.0%	0%	1%	11	3%	-1%
CCOC(=O)c1ccc(NC(=O)c2nc[nH]c2C(=O)N2CCN(C(=O)OC(C)(C)C)CC2)cc1	0	-1	.	.	1%	-0.1%	.	1%	.	-11%	3%
CC(=O)Nc1ccc(S(=O)(=O)N(C)CC(=O)NC2CCCCCCC2)cc1	.	.	11	-10	.	0.0%	.	.	1	.	2%
COC(=O)c1cc(=O)n2c(-c3ccc(OC)cc3)csc2n1	1	-3	9	-1	-8%	-0.1%	7%	-1%	4	-2%	-1%
Cc1ccc(C(C)(C)C)c(OCCCCN2CCCC2)c1	-7	2	5	-2	-23%	-0.8%	-29%	1%	-7	-6%	-1%

Compound profiles, as listed above. Order of values: FBPA coupling cs | TRPV1 agonist | hERG WT inh | KCNH2 3.1 block | PKM2 activator | B2AR arrestin | Menin MLL FP TR | GALK inh | Giardia kill | CXXC DNA block | USP2a block
Entry for Cc1ccc(C(C)(C)C)c(OCCCCN2CCCC2)c1 : -7 | 2 | 5 | -2 | -23% | -0.8% | -29% | 1% | -7 | -6% | -1%
Entry for COc1cc(/C(C)=N/NC(=O)CSc2nnc(C)s2)ccc1O : -1 | 2 | -13 | -6 | 1% | -0.4% | . | -2% | -7 | -2% | -1%
Entry for Cc1ccc(NC(=O)N(Cc2ccco2)C(C)c2ccco2)cc1C (stereo not given) : -1 | ? | 6 | -1 | 3% | -1.0% | -3% | -4% | -15 | 1% | -2%
Entry for COc1ccc(OC)c(NC(=O)c2nnn(CC(=O)Nc3ccc4c(c3)OCO4)c2N)c1 : -1 | -1 | -5 | -11 | . | -0.2% | ? | 8% | -14 | 6% | 0%
Entry for CCN1CCN(C(=O)c2ccc(N3CC4CC(C3)c3cccc(=O)n3C4)c([N+](=O)[O-])c2)CC1 (stereo not given) : 3 | 6 | 2 | 5 | 6% | 0.3% | 16% | 6% | 2 | 10% | 3%

New compounds follow:
SMILES	FBPA coupling cs	TRPV1 agonist	hERG WT inh	KCNH2 3.1 block	PKM2 activator	B2AR arrestin	Menin MLL FP TR	GALK inh	Giardia kill	CXXC DNA block	USP2a block
CC(C)NC(=O)c1cccc(C(F)(F)F)c1	2	0	-1	-4	-1%	0.2%	0%	2%	7	-12%	2%
CCOc1ncccc1C(=O)OCC(=O)NCCc1ccc(OC)cc1	0	2	-4	5	0%	2.0%	4%	1%	10	7%	1%
COc1ccc(S(=O)(=O)NCc2ccc3c(c2)OCO3)cc1OC	2	4	-2	4	.	-0.2%	-2%	-1%	-13	17%	2%
COc1cc(/C=N/NC(=O)CCOc2ccccc2C)cc(Br)c1O	1	?	-2	0	17%	-0.1%	?	5%	-1	2%	-3%
CS(=O)(=O)N1CCC(C(=O)Nc2ccccc2)CC1	1	0	2	0	1%	-0.6%	.	-1%	0	0%	-1%
O=C(NCCCN1CCOCC1)c1c(O)c2ccccc2[nH]c1=O	1	-3	-11	-5	0%	-0.3%	-6%	1%	12	-18%	2%
Cc1ccccc1C(=O)N1CCC(C(=O)OCc2nc(N)nc(Nc3ccccc3)n2)CC1	.	-4	-2	0	.	0.1%	.	.	40[activator]	.	-1%
O=C(CN1C(=O)NC2(CCCCCC2)C1=O)NCCc1ccc(F)cc1	.	1	-6	4	.	0.0%	.	.	15	.	3%
C=C(C)COc1ccc2c(C)c(CC(=O)N3C[C@H]4C[C@@H](C3)c3cccc(=O)n3C4)c(=O)oc2c1C	-1	-3	-3	-4	2%	0.4%	-12%	.	17	?	2%
Cc1ccc(S(=O)(=O)Nc2ccc(N3CCN(C)CC3)nc2)cc1	0	-2	4	3	-4%	0.2%	-5%	1%	11	-13%	3%
N#Cc1cc(Oc2cccnc2)c(Oc2cccnc2)cc1C#N	-1	0	-8	10	-1%	0.2%	.	-2%	0	6%	-2%
C=CCOc1ccc(/C=C/C(=O)OCC(=O)NCCCc2ccccc2)cc1	.	1	-2	-4	.	-0.2%	.	.	-11	.	2%
CN(C)/C=C(\C#N)S(=O)(=O)c1ccc(Cl)cc1	4	3	-3	0	5%	-0.7%	.	-4%	-20	-3%	0%
Cc1cc(C)n(-c2nc(-c3ccccc3)cs2)n1	0	-3	4	-11	-1%	0.2%	11%	0%	5	-4%	-5%
